GPR35 arrestin U2OS: GPR35 antagonists blocking zaprinast-driven arrestin recruitment, primary screen, imaging, U2OS, beta-arrestin-GFP, zaprinast agonist (AID 2058) | G-protein coupled receptor 35 (Homo sapiens) | U2OS GPR35 beta-arrestin-GFP translocation imaging, zaprinast antagonism; higher % means a stronger effect | inhibition, % at 10 µM, or IC50 in µM where a hit was titrated | 290,000 tested, 0.052% active;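 active means inhibition of at least 50% with at least 30 cells and total cytoplasm GFP at most 10,000,000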
Siah-1 displacement: Siah-1 peptide-binding antagonists, primary screen, biochemical, fluorescence polarization, rhodamine-plectin, uHTS (AID 1817); E3 ubiquitin-protein ligase SIAH1 (Homo sapiens); 290,000 tested, 0.02% active; displacement, % at 20 µM; hits with a dose series show IC50 in µM; Siah-1 / rhodamine-plectin peptide fluorescence polarization; higher % means a stronger effect;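 active means displacement of at least 50% at 20 µM, with a fluorescence ratio check between 0.3 and a set limit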;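 further: plate controls were Siah plus tracer with DMSO for no effect and tracer alone without Siah for full effect; strong numbers were not always called active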
HIV peptide binding: inhibitors of HIV fusion peptide binding, primary screen, biochemical, uHTS, fluorescence dequenching (AID 1986) | cell-free peptide binding, fluorescence dequenching, 30 min; higher % means a stronger effect | inhibition, % at 20 µM, or IC50 in µM where a hit was titrated | 290,000 tested, 0.3% active; in the data active means inhibition mostly above about 52%, no sharp cut-off; inactive means mostly below about 76%; further: some results filed as inactive read as strong as hits
GPR55 LPI antagonism: GPR55 antagonists blocking LPI-driven arrestin recruitment, primary screen, imaging, U2OS, beta-arrestin-GFP, LPI agonist (AID 2013); G-protein coupled receptor 55 (Homo sapiens); 290,000 tested, 0.13% active; inhibition, % at 10 µM, or IC50 in µM where a hit was titrated; U2OS GPR55 beta-arrestin-GFP translocation imaging, LPI antagonism; higher % means a stronger effect;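 active means spots per cell inhibited over 60%, with over 100 cells counted and total cytoplasm intensity under 500,000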;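 further: U2OS cells stably carrying GPR55 and arrestin-GFP stimulated by 5 µM LPI near EC80; imaged beta-arrestin-GFP aggregate spots per cell after agonist stimulation; plate controls were LPI-stimulated DMSO wells for no effect and DMSO wells without LPI for full effect; some results filed as inactive read as strong as hits; confirmed hits need IC50 under 10 µM and bright autofluorescent wells are also inconclusive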
NTR1 ag: agonists of NTR1, primary screen, imaging, U2OS cells, beta-arrestin-GFP, high content (AID 493036). activation, % at 20 µM. 330,000 tested, 0.17% active. Neurotensin receptor type 1 (Homo sapiens), P30989. NTR1-U2OS beta-arrestin-GFP spot imaging, agonist mode;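 active means activation at or above 40% of the spot to cytoplasm intensity ratio, with at least 20 cells analyzed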;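 further: 0% = DMSO without peptide and 100% = 100 nM NTR1 peptide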
Target sequence (P30989 whole entry, looked up): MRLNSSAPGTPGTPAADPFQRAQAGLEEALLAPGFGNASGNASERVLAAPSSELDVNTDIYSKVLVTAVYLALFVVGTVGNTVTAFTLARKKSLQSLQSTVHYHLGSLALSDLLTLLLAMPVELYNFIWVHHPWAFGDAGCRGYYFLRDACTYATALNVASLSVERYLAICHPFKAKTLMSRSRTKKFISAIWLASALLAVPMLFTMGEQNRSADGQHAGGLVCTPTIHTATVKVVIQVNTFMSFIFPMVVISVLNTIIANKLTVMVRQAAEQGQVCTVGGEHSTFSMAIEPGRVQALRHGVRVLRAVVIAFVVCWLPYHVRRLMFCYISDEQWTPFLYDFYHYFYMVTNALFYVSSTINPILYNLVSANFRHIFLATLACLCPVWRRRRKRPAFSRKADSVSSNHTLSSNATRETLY
NS5 inhibitors: Dengue-2 NS5 methyltransferase inhibitors, primary screen, biochemical, confirmation dose response (AID 588689) | Genome polyprotein (Dengue virus type 2 (strain 16681-PDK53)) | 340,000 tested, 0.3% active | one-dose inhibition, % at 25 µM; IC50 in µM for titrated hits | Dengue-2 NS5 methyltransferase capping enzyme assay, biochemical; higher % means a stronger effect; in the data active means a potency from the dose series
GPR55 activation: GPR55 agonists via beta-arrestin recruitment, primary screen, imaging, U2OS cells, beta-arrestin-GFP redistribution (AID 1961); G-protein coupled receptor 55 (Homo sapiens); U2OS GPR55 beta-arrestin-GFP redistribution imaging; higher % means a stronger effect; activation, % at 10 µM; hits with a dose series show EC50 in µM; 290,000 tested, 0.048% active;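 active means activation above 40% with more than 50 cells counted in the well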;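 further: U2OS osteosarcoma cells stably expressing GPR55 and beta-arrestin-GFP; plate controls were DMSO negative control for no effect and LPI positive control for full effect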
K1F lysis inhibition: inhibition of K1F phage lysis, E. coli UTI89, bacterial capsule biogenesis inhibitors, alamar blue (AID 488966); inhibition, % at 100 µM; hits with a dose series show IC50 in µM; E. coli UTI89 K1F phage lysis, alamar blue, 2 h; higher % means a stronger effect; 340,000 tested, 0.02% active;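 active means phage lysis inhibition, versus mean bacterial control, above a set limit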;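 further: capsule biogenesis inhibitors block K1F phage lysis so surviving cells raise fluorescence; higher fluorescence means more inhibition of phage lysis; actives were called in the ten point dose series up to 300 µM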
AID2073: inhibitors of Mint1-CaV2.2 protein interaction, biochemical, HTRF (AID 2073). 290,000 tested, 0.19% active. inhibition, % at 20 µM; hits with a dose series show IC50 in µM. Voltage-dependent N-type calcium channel subunit alpha-1B (Homo sapiens). HTRF protein-protein interaction, Mint1-CaV2.2; higher % means a stronger effect; in the data active means inhibition mostly above about 51%, no sharp cut-off; further: some results filed as inactive read as strong as hits
NTR1 ag cell count 20 µM: also measured in NTR1 ag; calls as there; cell count; measured here: cell count, cytotoxicity flag
NS5 inhibitors pilot replicate: also measured in NS5 inhibitors; calls as there; inhibition, %; measured here: pilot screen replicate inhibition
Numbers without * were called inactive; . = no result given; [ ] = dose if it differs, or a comment.

SMILES	GPR35 arrestin U2OS	Siah-1 displacement	HIV peptide binding	GPR55 LPI antagonism	NTR1 ag	NTR1 ag cell count 20 µM	NS5 inhibitors	GPR55 activation	K1F lysis inhibition	AID2073	others
O=c1c2ccccc2nc(-c2ccco2)n1-c1ccccn1	3%	8%	-1.7%	16%	-1.8	45	-3%	0.3%	0.1%	3%
CC(C)CCOP(N)(=O)Oc1ccccc1 (configuration not stated)	5%	2%	0.6%	-3%	2.9	51	-10%	-0.1%	0.3%	3%
COc1ccc(N=C(C)c2c(O)[nH]c(=O)[nH]c2=O)cc1	-6%	2%	-0.3%	-10%	0.8	42	-5%	-0.2%	-1.4%	-2%
O=c1[nH]c(=O)n(-c2ccccc2F)c(O)c1/C=C1\C=Nc2ccccc21	-18%	3%	21%	21%	14	96	-24%	1.5%	0.2%	26%
CC(=NCc1ccc2c(c1)OCO2)c1c(O)[nH]c(=O)[nH]c1=O	0%	0%	2.7%	-6%	0.0	41	1%	-0.1%	0.5%	8%
CC1=NN(c2ccccc2)C(=O)/C1=C/c1c(O)[nH]c(=O)[nH]c1=O	3%	7%	-1.0%	-6%	0.7	56	-8%	-0.5%	-0.7%	-1%
CCOC(=O)c1c(-c2ccc(OC)cc2)oc2ccc(OC(=O)N(C)C)cc12	-2%	-2%	1.0%	1%	7.6	88	-10%	-0.1%	0.4%	13%
Cc1cccc(OP(=O)(Oc2ccccc2)OC(c2ccccc2)C(F)(F)F)c1 (configuration not stated)	0%	-4%	0.4%	7%	13	46	-2%	0.2%	2.8%	-2%
CN1CCc2cc3c(c4c2C1Cc1ccccc1-4)OCO3 (configuration not stated)	10%	79%	27%	17%	0.0	59	36%	-0.2%	0.3%	20%
O=c1[nH]c(O)c(N=Nc2ccc([N+](=O)[O-])cc2)c(=O)[nH]1	-5%	-4%	-1.3%	4%	2.4	40	-8%	0.3%	-0.6%	0%
COc1ccc(N=Nc2c(O)[nH]c(=S)[nH]c2=O)cc1	15%	-9%	33%	-5%	1.3	36	-43%	-0.4%	1.1%	-13%
CCCCn1c(N)c(C(=O)NCCN2CCOCC2)c2nc3ccccc3nc21	-11%	-1%	-0.3%	-5%	2.9	39	-17%	0.1%	-0.7%	25%
O=C(COc1ccc(Br)cc1)N1CCN(Cc2ccc3c(c2)OCO3)CC1	5%	4%	-0.2%	0%	0.2	58	-3%	-0.2%	0.9%[50 µM]	16%
O=c1[nH]c(=S)n(CCC2=CCCCC2)c(O)c1C=NC1CCN(Cc2ccccc2)CC1	-16%	-2%	1.9%	36%	12	91	15%	0.0%	0.2%	-1%
CN(C)P(=O)(CCl)Nc1ccccc1 (configuration not stated)	-6%	-3%	0.6%	5%	0.5	47	0%	0.2%	-0.7%	-7%
Cc1cc(OC(C)C(=O)NCC(O)c2ccccc2)c2c3c(c(=O)oc2c1)CCC3 (configuration not stated)	1%	1%	1.1%	-14%	1.3	52	0%	-0.2%	-0.1%	14%
CCOP(=O)(OCC)C1(C(=O)O)CCCC1	-3%	-4%	0.3%	8%	1.6	57	-5%	-0.2%	1.0%	0%
Cc1noc(C)c1C(=O)N1CCC2(CC1)OCCO2	11%	-3%	2.2%	7%	0.4	84	-5%	-0.2%	4.5%	-1%
O=C1C2CCCN2C(c2cccnc2)N1c1ccc(Cl)cc1 (configuration not stated)	-1%	-6%	-2.0%	6%	0.0	90	-5%	0.3%	0.5%	2%
O=C(Cc1ccccc1)N1CCN(CCCc2ccccc2)CC1	-11%	-2%	-0.1%	-1%	0.4	58	-16%	-0.2%	0.0%	-7%	NS5 inhibitors pilot replicate=-8.2
COc1ccc(NC(=S)NC(NC(=O)CF)C(Cl)(Cl)Cl)cc1[N+](=O)[O-] (configuration not stated)	-1%	6%	0.5%	1%	1.3	38	-1%	-0.4%	-0.4%	-12%
C(CCc1nn[nH]n1)CCc1nn[nH]n1	-9%	0%	1.9%	9%	-2.3	80	1%	-0.3%	5.8%	43%
CCN1C[C@]2(CO)CC[C@H](OC)[C@@]34C2[C@H](OC)[C@@](O)(C13)[C@@]1(O)C[C@H](OC)[C@H]2C[C@@H]4[C@@H]1[C@H]2OC	-10%	5%	3.6%	7%	-0.1	48	-8%	-0.1%	0.0%[50 µM]	6%
COc1ccc(CNC(=O)C(NC(C)=O)C(C)C)cc1OC (configuration not stated)	-6%	4%	1.8%	3%	1.4	49	-4%	-0.2%	0.3%	8%

Quoted at random: 5 compounds from above.
SMILES	GPR35 arrestin U2OS	Siah-1 displacement	HIV peptide binding	GPR55 LPI antagonism	NTR1 ag	NTR1 ag cell count 20 µM	NS5 inhibitors	GPR55 activation	K1F lysis inhibition	AID2073	others
O=c1[nH]c(=S)n(CCC2=CCCCC2)c(O)c1C=NC1CCN(Cc2ccccc2)CC1	-16%	-2%	1.9%	36%	12	91	15%	0.0%	0.2%	-1%
CCN1C[C@]2(CO)CC[C@H](OC)[C@@]34C2[C@H](OC)[C@@](O)(C13)[C@@]1(O)C[C@H](OC)[C@H]2C[C@@H]4[C@@H]1[C@H]2OC	-10%	5%	3.6%	7%	-0.1	48	-8%	-0.1%	0.0%[50 µM]	6%
CN(C)P(=O)(CCl)Nc1ccccc1 (configuration not stated)	-6%	-3%	0.6%	5%	0.5	47	0%	0.2%	-0.7%	-7%
COc1ccc(CNC(=O)C(NC(C)=O)C(C)C)cc1OC (configuration not stated)	-6%	4%	1.8%	3%	1.4	49	-4%	-0.2%	0.3%	8%
COc1ccc(NC(=S)NC(NC(=O)CF)C(Cl)(Cl)Cl)cc1[N+](=O)[O-] (configuration not stated)	-1%	6%	0.5%	1%	1.3	38	-1%	-0.4%	-0.4%	-12%

Further entries follow:
SMILES	GPR35 arrestin U2OS	Siah-1 displacement	HIV peptide binding	GPR55 LPI antagonism	NTR1 ag	NTR1 ag cell count 20 µM	NS5 inhibitors	GPR55 activation	K1F lysis inhibition	AID2073	others
CCCC[N+]12C3C[C@H](C4[C@H](O)[C@]5(C[C@@H]41)c1ccccc1N(C)[C@@H]35)[C@H](CC)[C@H]2O (some centres not stated)	-3%	-2%	-0.6%	11%	-2.0	81	-7%	-0.3%	1.9%[50 µM]	-9%
NC(=O)CSc1nnc([C@@H](N)Cc2c[nH]c3ccccc23)o1	-12%	-4%	-1.2%	-2%	-1.9	75	-10%	0.0%	0.1%	1%
Cc1cc(N2C(=O)C3CCCN3C2c2ccccc2)no1 (configuration not stated)	-16%	-4%	1.7%	-4%	-1.0	89	-4%	0.0%	3.6%	14%
CCCCn1c(O)c(C(C)=NCc2ccc3c(c2)OCO3)c(=O)[nH]c1=O	2%	5%	-1.3%	10%	1.0	28	8%	-0.1%	0.3%	5%
CCCC(CCC)C(=O)OC[N+](C)(C)CCOC(=O)C(O)(c1ccccc1)C1CCCC1 (configuration not stated)	-3%	-6%	-1.5%	2%	0.0	89	-10%	-0.1%	0.2%	-22%
CCNCCNc1ccc([N+](=O)[O-])c2cccnc12	-10%	9%	-1.9%	4%	0.2	47	.	-0.1%	.	-10%
COc1cc2c(cc1OC)[C@@H]1C(=O)c3ccc4c(c3O[C@@H]1CO2)C[C@H](C(C)C)O4	1%	-4%	-1.5%	-19%	5.5	44	-1%	-0.1%	-1.3%	5%
O=C(N/N=C/c1c(O)n(C2CC2)c(=S)[nH]c1=O)c1ccccc1	21%	-8%	5.3%	-11%	0.9	51	2%	-0.1%	0.4%	3%
COCCOC(=O)C1=C(C)OC(N)=C(C(=O)OC)C12C(=O)Nc1ccccc12 (configuration not stated)	-3%	-4%	-2.0%	16%	-0.3	87	-8%	-0.2%	0.5%	27%
COCCCn1c(N)c(C(=O)Nc2sc3c(c2C(=O)OC)CCCC3)c2nc3ccccc3nc21	18%	3%	16%	10%	5.4	59	-7%	0.0%	0.0%	19%
Cc1c(NC(=O)C(C)OC(=O)Cc2ccccc2)c(=O)n(-c2ccccc2)n1C (configuration not stated)	18%	-4%	-0.4%	-5%	2.7	85	-6%	-0.2%	6.0%	0%
CCC(C)n1c(O)c(C=Nc2cccc(C(F)(F)F)c2)c(=O)[nH]c1=S (configuration not stated)	-5%	9%	14%	22%	0.0	63	7%	0.4%	3.6%	-5%
CN(C)CCN=Cc1c(O)n(CCC2=CCCCC2)c(=O)[nH]c1=O	-6%	0%	-0.8%	-11%	-1.3	75	-1%	-0.2%	-0.4%	21%
CC(C(=O)c1c[nH]c2ccccc12)N1CCOCC1 (configuration not stated)	1%	2%	-0.1%	2%	-0.2	67	7%	0.7%	0.7%	1%
CCC(C)C1N=C(c2ccccc2)c2cc(Cl)ccc2N(CC(=O)NCc2ccco2)C1=O (configuration not stated)	2%	-1%	2.7%	9%	1.0	96	-4%	-0.1%	-1.9%	-9%
CC(=O)NCC(=O)Nc1ccc(Br)cc1C(=O)c1ccccc1	12%	18%	0.8%	-6%	-0.7	46	4%	0.5%	0.6%	-3%
CN(C)C(=O)Oc1ccc(Br)cc1C(=O)Nc1ccc(F)c(Cl)c1	6%	0%	-1.3%	9%	2.4	65	-1%	0.0%	-0.1%	2%
COP(=O)(OC)C(NC(C)=O)C(Cl)(Cl)Cl (configuration not stated)	15%	8%	-0.4%	6%	-0.4	66	-2%	0.1%	-0.1%	-12%
O=C(COC(=O)Cc1ccccc1)NC12CC3CC(CC(C3)C1)C2	10%	5%	0.7%	4%	0.9	69	-2%	-0.1%	3.1%	0%
NP(=O)(OCCCc1ccccc1)Oc1ccc(Cl)cc1 (configuration not stated)	5%	12%	2.6%	-17%	0.3	83	-2%	-0.1%	0.1%	3%
Cc1cc(OC(=O)CCNC(=O)OC(C)(C)C)c2c3c(c(=O)oc2c1)CCC3	2%	-6%	-2.8%	-4%	7.5	71	-2%	0.3%	0.7%	13%
CN(C)CC1CSCCC1(O)c1cccc(Cl)c1 (configuration not stated)	13%	-1%	-3.4%	8%	0.4	54	3%	-0.4%	1.9%	-2%
CCn1ccnc1CN1CCCC(C(=O)c2cc(Cl)ccc2OC)C1 (configuration not stated)	6%	-7%	-0.6%	10%	-1.9	94	-3%	0.0%	2.9%	-10%
O=C(COc1ccc(Cl)cc1)NC1CN2CCC1CC2 (configuration not stated)	5%	-6%	6.5%	-2%	0.7	51	4%	-0.2%	1.5%	-4%
CN(C)C(=O)Oc1ccc(OC(=O)c2ccccc2)cc1	2%	3%	2.6%	5%	1.6	48	-6%	-0.1%	0.2%	-4%

Screening results: PubChem BioAssay, several laboratories

The list is partial. The share of hits here may be higher or lower than overall.
